# Screening results: PubChem BioAssay, several laboratories
# TRPC6 activator: activators of mouse TRPC6 channel; 310,000 compounds, 0.13% hits; B-score at 10 µM; AID 2550; Q61143; HEK293-TRPC6 membrane potential dye fluorescence; hits give high values;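 active = B-score of the integrated fluorescence ratio above library mean plus 3 SD, and starting fluorescence ratio within library mean plus 5 SD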;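 note: higher score means more depolarization so channel activation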
# Target sequence (Q61143 whole entry, looked up): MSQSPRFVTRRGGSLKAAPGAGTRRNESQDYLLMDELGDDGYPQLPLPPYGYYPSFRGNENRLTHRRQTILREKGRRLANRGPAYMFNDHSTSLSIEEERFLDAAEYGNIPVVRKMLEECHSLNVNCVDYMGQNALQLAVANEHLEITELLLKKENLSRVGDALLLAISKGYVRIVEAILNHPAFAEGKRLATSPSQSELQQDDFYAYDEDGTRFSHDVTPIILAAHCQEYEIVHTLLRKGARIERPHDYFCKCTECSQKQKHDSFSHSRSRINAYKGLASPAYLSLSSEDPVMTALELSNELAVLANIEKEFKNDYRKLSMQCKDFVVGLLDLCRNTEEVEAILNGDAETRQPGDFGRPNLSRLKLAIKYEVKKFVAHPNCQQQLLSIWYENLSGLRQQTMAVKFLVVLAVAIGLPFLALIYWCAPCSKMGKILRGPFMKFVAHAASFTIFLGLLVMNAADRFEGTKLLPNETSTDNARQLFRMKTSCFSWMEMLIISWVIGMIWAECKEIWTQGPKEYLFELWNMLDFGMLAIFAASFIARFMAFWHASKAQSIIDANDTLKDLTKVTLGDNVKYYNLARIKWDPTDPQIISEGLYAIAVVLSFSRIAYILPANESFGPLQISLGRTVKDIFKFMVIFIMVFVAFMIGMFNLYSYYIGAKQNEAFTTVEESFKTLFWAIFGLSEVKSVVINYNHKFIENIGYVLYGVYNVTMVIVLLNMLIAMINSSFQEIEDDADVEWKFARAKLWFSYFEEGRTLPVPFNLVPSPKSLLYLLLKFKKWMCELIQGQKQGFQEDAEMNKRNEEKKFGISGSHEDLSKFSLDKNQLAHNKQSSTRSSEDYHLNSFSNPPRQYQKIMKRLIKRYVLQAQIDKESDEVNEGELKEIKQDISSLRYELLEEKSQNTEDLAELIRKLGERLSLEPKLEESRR
# HIF activator: HIF pathway transcriptional activation; U2OS HRE-luciferase reporter, luminescence; normalized: DMSO 0%, desferrioxamine 100%; activation, % at 7.5 µM (by protocol); 300,000 compounds, 0.32% hits; AID 1910;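 active = mean activation of at least 10% of the iron chelator positive control signal, with at least half of replicates also reaching 10%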
# TRPC4 potent: allosteric potentiators of mouse TRPC4 channel; B-score at 10 µM; AID 2227; HEK293 TRPC4beta/mu-opioid, DAMGO EC20, Fluo-4 Ca2+ flux; hits give high values; 310,000 compounds, 0.42% hits;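 active = B-score of calcium response area above 5 SD of library B-scores, with initial fluorescence ratio within 5 SD of library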;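 note: B-score of integrated fluorescence ratio over time as area under calcium response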
# TRPC4 inh: blocks the mouse TRPC4 cation channel | Q9QUQ5 | HEK293 TRPC4beta/mu-opioid, DAMGO-evoked Fluo4 calcium flux; hits give low values | B-score at 10 µM | 300,000 compounds, 0.39% hits | AID 2247;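 active = B-score over 3 SD under the library average, no early fluorescence shift, positive overall ratio signal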
#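 Assay system: Stable TRPC4beta/mu-opioid receptor HEK293 cells | Reagent: DAMGO in two steps, submaximal then maximal | Compound dosing: Single concentration per test compound | Signal: Fluo4 Ca2+ flux fluorescence | Evaluation: Per-well B score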
# AI-2 QS mod: modulates the Vibrio harveyi AI-2 quorum sensing system; activity change, % at 7.5 µM; 300,000 compounds, 0.4% hits; Vibrio harveyi JMH597 AI-2 luminescence/OD600 ratio, 9 h; hits give low values; strain lacks LuxN and CqsS sensors; 0 = neutral-control median; in the data active = activity change below about -75%, passing the limit was not always enough;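 note: luminescence divided by OD600 gain over 9 h not by final OD600 alone; inactives centre near 13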
# MrgX1 agonist: activates human MrgX1 receptor signaling | MrgX1-HEK293 cells, Fluo-4 calcium fluorescence, agonist mode; hits give high values | B-score at 10 µM | 310,000 compounds, 0.44% hits | AID 588627;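 active = calcium response B-score plate-corrected fluorescence ratio at least 3 library SD, with starting fluorescence B-score inside 5 SD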
#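 Material: MrgX1-expressing HEK293 cells / Dosing: compound as first of three additions / Incubation: overnight seeding, then 1 h dark dye loading / Signal: Fluo-4 NW calcium fluorescence / Evaluation: B-scored fluorescence response ratio / Benchmarks: positive and negative control wells on each plate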
# MrgX1 antag: human MrgX1 receptor antagonism, primary screen; B-score at 10 µM; Q96LB2; 310,000 compounds, 1.3% hits; AID 588676; MRGX1-HEK293 calcium flux, Fluo-4, BAM8-22 antagonism; hits give low values;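 active = calcium-response B-score plate-corrected more than 3 library SD below zero, starting fluorescence within 5 deviations, no agonist response on first addition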;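 note: peak minus trough fluorescence over baseline after final BAM8-22 challenge near maximal dose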
# TRPC4 act: TRPC4 (mouse) channel activation; Q9QUQ5; 310,000 compounds, 0.49% hits; HEK293 TRPC4beta/mu-opioid, Fluo4 calcium fluorescence; hits give high values; B-score at 10 µM;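 active = B-score above 5 SD of library B-scores, and initial fluorescence ratio not above library mean plus 5 SD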;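 note: positive B-score marks a calcium rise read as TRPC4 activation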
#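 System – HEK293 cells stably co-expressing mouse TRPC4beta and mu-opioid receptor · Signal – Fluo4 calcium-sensitive dye fluorescence, kinetic, 1 Hz baseline · Benchmarks – buffer (low) and maximal DAMGO (high) · Read-out – B score of integrated fluorescence ratio per well · Incubation – dye loading 45 min room temperature, 110 s kinetic read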
# TRPC6 inh: inhibitors of mouse TRPC6 channel; Q61143; HEK293-TRPC6, membrane potential dye, ACh-evoked depolarization; hits give low values; B-score at 10 µM; 310,000 compounds, 1.1% hits;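 active = B-score under library mean minus 3 SD, initial fluorescence not abnormally high, positive integrated signal ratio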;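 note: B-score derived from integrated fluorescence ratio over the kinetic read; more negative B-score means stronger inhibition of depolarization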
# MrgX1 PAM: human MrgX1 positive allosteric modulation, primary screen; MrgX1-HEK293, Fluo-4 calcium flux, FDSS; hits give high values; B-score at 10 µM; 310,000 compounds, 0.63% hits; AID 588675;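 active = plate-corrected calcium response at least 3 library SD above typical, normal starting fluorescence, not activating the receptor alone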;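 note: compound read alongside a low EC10 to EC30 dose of BAM8-22 agonist; peak minus trough fluorescence over baseline measured at the second addition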
# PolyA inhibitor: inhibitors of polyadenylation in S. cerevisiae. AID 1875. S. cerevisiae SKY197-pL101 polyadenylation reporter, beta-gal luminescence; efflux-impaired pdr1/pdr3 knockout yeast; score 100 = 6 SD above DMSO. calls only at 12 µM. 300,000 compounds, 0.02% hits;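 active = lowest replicate activity score at least 50, where 100 means six control SD above control mean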;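 note: yeast exposed to compound for 9 h at 30 °C; higher score means more reporter readthrough which indicates perturbed polyadenylation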
# Starred values were filed as active, the others as inactive; i = inactive; nt = no result given. A portion of the library. The share of hits here may be higher or lower than overall.
SMILES,TRPC6 activator,HIF activator,TRPC4 potent,TRPC4 inh,AI-2 QS mod,MrgX1 agonist,MrgX1 antag,TRPC4 act,TRPC6 inh,MrgX1 PAM,PolyA inhibitor
COC(=O)C1=C(CS(=O)(=O)c2ccccc2)NC(=O)NC1c1ccccc1 (stereo not drawn),i,-0.8,i,i,16,i,i,i,i,i,i
Cc1cc(C)n(-c2ccc(C(=O)Nc3cccc([N+](=O)[O-])c3)cc2)n1,i,0.9,i,i,31,i,i,i,i,i,i
COc1ccccc1CNC(=O)CSC(=S)N1CCCC1,i,-0.5,i,i,3,i,i,i,i,i,i
Cc1cc2ccccc2c(=O)n1CC(=O)NCc1ccco1,i,-0.1,i,i,3,i,i,i,i,i,i
CC(C)(C)c1ccc(C(=O)NCCCN2CCN(CCCNC(=O)c3ccc(C(C)(C)C)cc3)CC2)cc1,i,-1.6,i,i,8,i,i,i,i,i,i
CCOC(=O)c1c[nH]n2c(=O)cc(C)nc12,i,0.2,i,i,-1,i,i,i,i,i,i
COc1ccc(C(=O)N/N=c2\oc3ccccc3cc2C(=O)NCc2ccccc2)cc1,i,-0.1,i,i,10,i,i,i,i,i,i
COc1ccccc1-c1cc(C(=O)NCc2ccco2)no1,i,1.5,i,i,23,i,i,i,i,i,i
Cc1ccc(S(=O)(=O)N2CC=C(c3ccc(F)cc3)CC2)cc1,i,0.2,i,i,16,i,i,i,i,i,i
CCCCCN(C(=O)CCC(=O)OCC(=O)NCc1cccc(OC)c1)c1c(N)n(CCCC)c(=O)[nH]c1=O,i,0.5,i,i,15,i,i,i,i,i,i
COc1ccc(-n2c(C)cc(/C=C3/SC(=S)N(C)C3=O)c2C)cc1,i,0.2,i,i,18,i,i,i,i,i,i
Cc1cccc2sc(NNC(=O)c3ccc(S(=O)(=O)N4CC(C)CC(C)C4)cc3)nc12 (stereo not drawn),i,5.8,i,i,102,i,i,i,i,i,i
CC1CCCC(NC(=O)CSC2CCCCC2)C1C (stereo not drawn),i,0.7,i,i,6,i,i,i,i,i,i
Cc1cc(N2CCOCC2)ccc1/C=C1\NC(=O)N(Cc2ccccc2F)C1=O,i,-0.1,i,nt,12,i,i,i,i,i,i
CCCn1c(=O)c2ccccc2n2c(SCc3c(C(=O)OCC)oc4ccccc34)nnc12,i,-0.2,i,i,18,i,i,i,i,i,i
CC(=O)c1c(C)[nH]c(C(=O)NCCN2CCC(C)CC2)c1C,i,0.0,i,i,-3,i,i,i,i,i,i
O=S(=O)(Nc1ccccn1)c1cnc(Cl)c(Br)c1,i,-0.2,i,i,17,i,i,i,i,i,i
CCc1nnc(NC(=O)C(C)C)s1,i,-51,i,i,27,i,i,i,i,i,i
COc1ccccc1NC(=O)Cn1nc(C)n2cccc2c1=O,i,-0.9,i,i,10,i,i,i,i,i,i
COc1cc(NC(=O)C2CCC(CNS(=O)(=O)c3csc(C(N)=O)c3)CC2)cc(OC)c1 (stereo not drawn),i,0.9,i,i,11,i,i,i,i,i,i
O=C(COc1ccccc1)Nc1nnc(-c2ccc(Cl)cc2)o1,i,-0.4,i,i,-90*,i,i,i,i,i,i
COc1ccc(C(=O)Oc2c(CN3CCOCC3)cc(Cl)c3cccnc23)cc1OC,i,-0.1,i,i,10,i,i,i,i,i,i
Nc1cccc(Nc2ccccc2)c1,i,-0.3,i,i,25,i,i,i,i,i,i
C=CCN1C(=O)C2(C(C#N)=C(N)Oc3n[nH]c(CCC)c32)c2ccccc21 (stereo not drawn),i,-22,i,i,21,i,i,i,i,i,i
Cc1nn(C)cc1CN(C)Cc1ccc(OCC(O)CN2CCCCC2)cc1 (stereo not drawn),i,-0.1,i,i,31,i,i,i,i,i,i
O=C(Nc1nccs1)c1ccc(-c2ccc(F)c(Cl)c2)o1,i,4.3,i,i,5,i,i,i,i,i,i
O=C(NCCCn1ccnc1)c1ccc(S(=O)(=O)N2CCCCCC2)cc1,i,-0.5,i,i,12,i,i,i,i,i,i
COC(=O)C1=C(C)N(CCc2cc(OC)c(OC)c(OC)c2)C(=O)N[C@H]1c1ccc(Br)cc1,i,0.7,i,i,38,i,i,i,i,i,i
COc1cc(C(C)=O)ccc1Oc1ncnc2c1cnn2-c1ccccc1,i,0.2,i,i,23,i,i,i,i,i,i
Cc1cc(=O)oc2cc(OCc3ccc(C(=O)OCC(=O)Nc4ccccc4OC(F)F)cc3)ccc12,i,0.3,i,i,16,i,i,i,i,i,i
CCCCC(=O)OCc1nc(N)nc(Nc2ccccc2C)n1,i,0.6,i,i,16,i,i,i,i,i,i
CC1=CC2=NCC(O)CN2C=C1 (stereo not drawn),i,0.0,i,i,35,i,i,i,i,i,i
CCOc1ccc(NC(=O)c2ccc(-c3csc(C)n3)cc2)cc1,i,-0.6,i,i,nt,i,i,i,i,i,i
C/C(=N\Nc1c(F)c(F)c(Br)c(F)c1F)c1ccncc1,i,-2.4,i,i,6,i,i,i,i,i,i
COC(=O)CNC(=O)C1Cc2ccccc2CN1S(=O)(=O)c1ccc(F)cc1 (stereo not drawn),i,-2.7,i,i,11,i,i,i,i,i,i
O=C(COc1cccc(C(F)(F)F)c1)N1CCN(c2ccccc2O)CC1,i,-0.1,i,i,25,i,i,i,i,i,i
O=C(NCCc1c[nH]c2ccccc12)c1ccc(-n2cnnn2)cc1,i,-0.1,i,i,10,i,i,i,i,i,i
CCc1nnc(N2CCN(c3ncnc4c3oc3ccccc34)CC2)s1,i,-0.1,i,i,40,nt,nt,i,i,nt,i
CCOc1ccccc1NC(=O)CN(c1nccs1)S(=O)(=O)c1ccc(N)cc1,i,0.0,i,i,152,i,i,i,i,i,i
CN(C)c1nc(OCCOC(=O)Nc2ccc(Cl)cc2Cl)nc(N(C)C)n1,i,0.3,i,i,23,i,i,i,i,i,i
O=C(NNS(=O)(=O)c1cc(Cl)c(Cl)cc1Cl)c1cccnc1,i,-0.2,i,i,20,i,-9.2*,i,i,i,i
COc1ccc(S(=O)(=O)N2CCN(C(=O)[C@@H]3CCC(=O)N3C3OC(=O)c4ccccc43)CC2)cc1 (stereo partly drawn),i,-0.6,i,i,17,i,i,i,i,i,i
O=S(=O)(NCc1cc(-c2ccccc2)no1)c1ccccc1,i,-0.4,i,i,-59,i,i,i,i,i,i
Cc1ccnc(NC(=O)c2ccc(NC(=O)c3ccco3)cc2)c1,i,2.4,i,i,16,i,i,i,i,i,i
COC(=O)C1=C(N)Oc2cc(C)n(CCN3CCOCC3)c(=O)c2C1c1cccnc1 (stereo not drawn),i,-0.4,i,i,-4,i,i,i,i,i,i
O=C(CN1C(=O)NC2(CCOc3ccccc32)C1=O)Nc1cccc(Cl)c1 (stereo not drawn),i,-0.7,i,i,-93*,i,i,i,i,i,i
Cn1cc(Br)c(C(=O)Nc2sc3c(c2C(N)=O)CCCC3)n1,i,2.9,i,i,10,i,i,i,i,i,i
COc1ccccc1N1C(=O)c2ccc(C(=O)Nc3ccc(C(=O)O)cc3)cc2C1=O,i,0.1,i,i,17,i,i,i,i,i,i

# Overlap with the part before: 5 compounds, then new ones.
SMILES,TRPC6 activator,HIF activator,TRPC4 potent,TRPC4 inh,AI-2 QS mod,MrgX1 agonist,MrgX1 antag,TRPC4 act,TRPC6 inh,MrgX1 PAM,PolyA inhibitor
Cc1ccnc(NC(=O)c2ccc(NC(=O)c3ccco3)cc2)c1,i,2.4,i,i,16,i,i,i,i,i,i
COC(=O)C1=C(N)Oc2cc(C)n(CCN3CCOCC3)c(=O)c2C1c1cccnc1 (stereo not drawn),i,-0.4,i,i,-4,i,i,i,i,i,i
O=C(CN1C(=O)NC2(CCOc3ccccc32)C1=O)Nc1cccc(Cl)c1 (stereo not drawn),i,-0.7,i,i,-93*,i,i,i,i,i,i
Cn1cc(Br)c(C(=O)Nc2sc3c(c2C(N)=O)CCCC3)n1,i,2.9,i,i,10,i,i,i,i,i,i
COc1ccccc1N1C(=O)c2ccc(C(=O)Nc3ccc(C(=O)O)cc3)cc2C1=O,i,0.1,i,i,17,i,i,i,i,i,i
COc1cc(Cl)c(C)cc1NC(=O)c1ccccc1NC(=O)CN1CCOCC1,i,-0.3,i,i,3,i,i,i,i,i,i
CCOc1cc(NC(=S)NCC2CCCO2)c(OCC)cc1NC(=O)c1ccc(OC)cc1 (stereo not drawn),i,-0.4,i,i,13,i,i,i,i,i,i
O=C(NC(=S)NCC1CCCO1)c1ccccc1Br (stereo not drawn),i,0.0,i,i,11,i,i,i,i,i,i
Cc1sc2c(c1C)c(=O)n(-c1ccccc1)c1nnc(C)n21,i,0.0,i,i,22,i,i,i,i,i,i
Nc1n[nH]c(CO)n1,i,-2.9,i,i,22,i,i,i,i,i,i
Cc1nc(SCn2nnc3ccccc3c2=O)nc(C)c1C,i,0.1,i,i,18,i,i,i,i,i,i
CCCn1c(=O)c2ccccc2n2c(SCc3cc(=O)oc4ccc5ccccc5c34)nnc12,i,nt,i,i,13,i,i,i,i,i,i
CCOc1ccc(N2CC(=O)N/C2=N\c2nc(C)cc(C)n2)cc1,i,-0.5,i,i,24,i,i,i,i,i,i
COc1cc(NC(=O)Nc2ccc(Cl)c(Cl)c2)c(C(=O)O)cc1OC,i,0.0,i,i,-8,i,i,i,i,i,i
Cc1cc(CNC(=O)c2cc(Br)ccc2Cl)nn1C,i,0.1,i,i,16,i,i,i,i,i,i
COc1ccc2[nH]c(C)c(CN3CCC(C)CC3)c(=O)c2c1,i,0.1,i,i,5,i,i,i,i,i,i
C=CCNc1nc2c(c(=O)[nH]c(=O)n2C)n1CCCCC,i,-0.3,i,i,7,i,i,i,i,i,i
CCCSc1nc(NCc2ccco2)c2c3c(sc2n1)COC(C)(C)C3,i,0.0,i,i,11,i,i,i,i,i,i
COc1ccc(Cc2nnc(N=Nc3c(O)[nH]c4ccc(Br)cc34)[nH]c2=O)cc1,i,0.4,i,i,22,i,i,i,i,i,i
COc1cccc(C(=O)Nc2cc3c(cc2C(C)=O)OCCO3)c1,i,0.9,i,i,5,i,i,i,i,i,i
